Screens deposited in PubChem BioAssay by several laboratories.
GDH-TPI counter: inhibits GDH-TPI coupling enzymes, artifact for Mtb FBA screen. GDH-TPI coupled enzyme counterscreen, NADH absorbance. AID 588335. 360,000 tested, 1.2% active. inhibition, % at 4.8 µM; in the data active = inhibition above about 30%;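 also: 0% = DMSO wells and 100% = wells lacking the enzyme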
Mtb UGM inh: Mtb UDP-galactopyranose mutase inhibition | P9WIQ1 | inhibition, % at 10 µM | 320,000 tested, 0.06% active | purified UGM, fluorescence polarization probe displacement | AID 504406; in the data active = inhibition above about 10%, passing the limit was not always enough
Target sequence (P9WIQ1 whole entry, looked up): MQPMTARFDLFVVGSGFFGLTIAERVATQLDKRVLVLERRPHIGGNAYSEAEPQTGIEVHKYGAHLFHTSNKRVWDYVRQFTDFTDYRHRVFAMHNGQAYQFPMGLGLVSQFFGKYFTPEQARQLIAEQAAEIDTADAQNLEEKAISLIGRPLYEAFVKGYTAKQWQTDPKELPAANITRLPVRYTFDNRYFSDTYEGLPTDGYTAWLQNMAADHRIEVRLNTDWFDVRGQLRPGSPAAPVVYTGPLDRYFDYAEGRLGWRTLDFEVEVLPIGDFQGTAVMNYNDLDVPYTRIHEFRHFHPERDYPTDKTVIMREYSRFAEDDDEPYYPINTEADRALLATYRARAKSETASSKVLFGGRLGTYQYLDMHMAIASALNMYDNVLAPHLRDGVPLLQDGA
FBA Mtb inh: Mtb fructose-bisphosphate aldolase inhibition | purified M. tuberculosis FBA, fluorescence read-out | inhibition, % at 1 µM | 360,000 tested, 2.3% active; in the data active = inhibition above about 27%;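 also: 0% = vehicle and 100% = reference inhibitor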
Target sequence (P9WQA3 whole entry, looked up): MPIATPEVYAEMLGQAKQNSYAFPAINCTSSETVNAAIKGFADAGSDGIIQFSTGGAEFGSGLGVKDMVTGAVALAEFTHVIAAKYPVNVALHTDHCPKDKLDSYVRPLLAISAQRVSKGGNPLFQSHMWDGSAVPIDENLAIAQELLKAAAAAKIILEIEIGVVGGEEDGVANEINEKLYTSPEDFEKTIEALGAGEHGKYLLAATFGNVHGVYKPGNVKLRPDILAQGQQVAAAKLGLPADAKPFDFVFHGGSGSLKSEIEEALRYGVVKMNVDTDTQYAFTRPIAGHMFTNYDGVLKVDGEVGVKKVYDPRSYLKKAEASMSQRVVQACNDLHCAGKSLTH
FadD28 binding: M. tuberculosis FadD28 bisubstrate binding inhibition | FadD28 bisubstrate probe binding, fluorescence polarization | inhibition, % at 12.5 µM | 360,000 tested, 0.22% active; in the data active = inhibition above about 8.5%, passing the limit was not always enough
TcdB GH inh: inhibitors of Clostridioides difficile toxin B glycohydrolase. P18177. TcdB glycohydrolase enzymatic assay, plate reader. inhibition, % at 9.99 µM. 350,000 tested, 0.24% active. AID 652162; in the data active = inhibition above about 10%
PfHsp40 yeast: restores yeast growth despite PfHsp40 toxicity. S. cerevisiae expressing PfHsp40, growth rescue, ATP luminescence. growth rescue, % at 12.5 µM. 340,000 tested, 0.68% active. AID 504582; in the data active = growth rescue above about 28%, passing the limit was not always enough;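 also: yeast W303a lacking pdr1 and pdr3 grown in galactose medium; growth measured after three days at 30 °C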
Y pestis TopoI: inhibitors of Yersinia pestis topoisomerase I; Y. pestis Topo-I cleavage product accumulation, plate reader; activity, % at 10 µM; 360,000 tested, 0.064% active; AID 504884; in the data active = activity above about 50%, passing the limit was not always enough; also: inactives centre near 2
Vc quorum ag: inducers of Vibrio cholerae quorum light production without autoinducers | V. cholerae BH1578 lux reporter, luminescence, 6 h | 350,000 tested, 0.16% active | activation, % at 18.7 µM | AID 588436; in the data active = activation mostly above about 9.7%, no sharp cut-off; also: not every result past the cut was called active; inactives centre near 0; reference of the scale not given here
Mtb BioA inh: BioA (M. tuberculosis) enzyme inhibition; inhibition, % at 9.99 µM; AID 602481; purified M. tuberculosis BioA enzyme, plate reader; 360,000 tested, 0.096% active; in the data active = inhibition above about 40%
Starred values were filed as active, the others as inactive; i = inactive; x = no result given.

SMILES | GDH-TPI counter | Mtb UGM inh | FBA Mtb inh | FadD28 binding | TcdB GH inh | PfHsp40 yeast | Y pestis TopoI | Vc quorum ag | Mtb BioA inh
Cc1ccc(C(=O)C(OC(=O)CCC(=O)Nc2cccc(C)c2)c2ccccc2)cc1 (stereo unspecified) | -8 | -0.8 | 1 | -4.5 | x | 0.7 | 4 | -0.2 | -1.4
CCOC(=O)c1cnc(-c2ccccc2)nc1N | -2 | -1.3 | -2 | 0.1 | 0.2 | -0.5 | 6 | i | 0.0
COc1cccc(S(=O)(=O)NCc2ccc(C(=O)N3CCN(c4ccccc4)CC3)cc2)c1 | 0 | 1.2 | 0 | -6.8 | -1.1 | 0.4 | 13 | i | 2.3
O=S(=O)(NCCc1ccccc1F)c1cccc(S(=O)(=O)N2CCOCC2)c1 | -5 | -2.2 | 2 | -3.9 | x | -1.2 | -1 | i | 2.7
S=C(Nc1ccccc1Cl)N(CCCN1CCOCC1)Cc1ccccn1 | -4 | 0.1 | -1 | -2.7 | 1.1 | -0.3 | -16 | -0.4 | 2.6
COc1ccc(NC(=O)CN(C)C(=O)c2cc3c(s2)CCC(C)C3)cc1 (stereo unspecified) | 2 | 2.2 | 0 | -0.2 | 0.0 | 0.9 | 16 | i | -0.3
COc1cccc(CC(=O)Nc2nc(-c3cc(OC)ccc3OC)cs2)c1 | 8 | -2.1 | 3 | -0.4 | 0.8 | 0.7 | -1 | -0.4 | x
O=C(O)c1ccc(COc2ccccc2/C=C2/NC(=O)N(c3cccc(Cl)c3)C2=O)cc1 | 23 | 2.2 | 0 | -0.4 | -0.9 | -0.6 | 12 | -0.6 | x
CNc1c(N)n(Cc2ccccc2)c(=O)[nH]c1=O | 1 | 0.9 | 2 | -0.2 | x | -0.1 | 3 | -0.4 | -5.1
Nc1cc(N)nc(SCC(=O)NNC(=O)Cc2ccccc2)n1 | -6 | 0.8 | 0 | -2.0 | 1.4 | 1.2 | 4 | i | x
COc1cccc(CC(=O)OCC(=O)Nc2nnc(-c3ccccc3)o2)c1 | -17 | 2.2 | 2 | 0.2 | 1.0 | -1.5 | 3 | i | -0.7
CCOc1ccc(/C=N/NC(=O)Nc2ccccc2)cc1 | 1 | 0.9 | 0 | -1.2 | 0.9 | -1.1 | -3 | -1.6 | x
O=C(NC1CCCc2ccccc21)c1ccc(Cl)nc1 (stereo unspecified) | 6 | -1.2 | 1 | -1.2 | x | -0.6 | 4 | i | 0.7
OCCC#Cc1ccc(CN2CCN(Cc3ccccc3)C(CCO)C2)cc1 (stereo unspecified) | 0 | 2.2 | 1 | 0.0 | 2.3 | 0.0 | 2 | -0.9 | x
CC1(C(=O)NS(=O)(=O)C2CC2)CCCN(C(=O)c2ccc(C(F)(F)F)cc2)C1 (stereo unspecified) | 4 | x | 6 | 0.2 | -0.9 | x | -1 | -1.2 | -1.4
CCC(C)NC(=O)C(=O)NCC1CCCN1CC (stereo unspecified) | -6 | -1.5 | 2 | 0.5 | x | 1.1 | -1 | -0.3 | 0.5
C=CCSc1nnc2nc3[nH]c4c(C)cccc4c3nn12 | 3 | 1.1 | 5 | -0.3 | x | 0.1 | 9 | 0.6 | -0.4
O=S(=O)(Nc1ccc2cn[nH]c2c1)c1ccccc1 | 0 | 0.9 | 0 | -0.7 | 2.9 | -0.4 | -11 | -0.1 | x
O=C(CCNS(=O)(=O)c1ccccc1)Nc1ccc(Cl)cc1C(=O)c1ccccc1 | -6 | -1.6 | -7 | -4.5 | x | 0.5 | 7 | i | x
Cc1ccccc1C(=O)Nc1ccnn1C1CCN(C(=O)C2CCOC2)CC1 (stereo unspecified) | -2 | 0.1 | 0 | -4.2 | -1.9 | -1.0 | 4 | i | -1.8
O=C1NCCCC1C(=O)N/N=C/c1cc([N+](=O)[O-])ccc1O (stereo unspecified) | 24 | 2.7 | -6 | -4.5 | -8.2 | 0.8 | 4 | -0.3 | 2.0
COc1cc(OC)cc(C(=O)N/N=C/c2ccc(OC)c(COc3ccc4ccccc4c3)c2)c1 | 25 | -2.1 | -8 | -7.8 | x | -1.0 | -1 | i | -0.1
CCCCC(CC)COCCCN=Cc1c(O)[nH]c(=S)[nH]c1=O (stereo unspecified) | 39* | 0.8 | 1 | 0.1 | 0.9 | x | 36 | i | -2.3
O=C(NCCSc1ccc(Br)cc1)c1ccc2nc[nH]c2c1 | 2 | 2.8 | 2 | -2.1 | 0.0 | 0.3 | -8 | -3.6 | 16
O=C(CCNS(=O)(=O)c1ccccc1C(F)(F)F)NNC(=O)C1COc2ccccc2O1 (stereo unspecified) | 6 | 1.5 | -3 | -1.8 | 0.1 | 0.4 | 6 | i | -0.3
O=C1CC(N2CCN(Cc3ccc4c(c3)OCO4)CC2)C(=O)N1c1cccc2ccccc12 (stereo unspecified) | -18 | -0.1 | 0 | -5.2 | 1.4 | -0.9 | 1 | -0.2 | 0.6
COc1ccc(-n2cnc3cc([N+](=O)[O-])ccc32)cc1 | 20 | x | 1 | 0.0 | 0.2 | 0.5 | 10 | -2.3 | x
O=C(O)COc1ccccc1/C=C1\C(=O)NC(=O)N(CCC2=CCCCC2)C1=O | 11 | -3.4 | 3 | 2.3 | 0.2 | 0.2 | 2 | -0.3 | -0.2
CCCNC(=O)C1(C)CCCN(Cc2ccc(Cl)cc2)C1 (stereo unspecified) | 2 | x | -2 | -4.0 | 0.8 | x | 3 | 1.2 | -0.2
CC(OC(=O)CCN=C1NS(=O)(=O)c2ccccc21)C(=O)Nc1ccccc1F (stereo unspecified) | -4 | 0.4 | -1 | -3.0 | 1.3 | x | -3 | i | x
Cn1cccc1/C=N\NC(=O)C1COc2ccccc2O1 (stereo unspecified) | 19 | 1.2 | -1 | -0.7 | 0.3 | -0.3 | 2 | i | 2.2
O=C(CCC1CCCC1)N1CCN(C(=O)C2CC2)CC1 | -9 | -0.3 | -1 | -3.6 | x | 0.3 | 11 | 4.8 | 0.4
CCN(Cc1ccccc1)C(=S)Nc1cc(C(=O)OC)ccc1C(=O)OC | -7 | 2.6 | 9 | -2.3 | -0.2 | 3.1 | -4 | -0.2 | -2.0
Cc1ccc(S(=O)(=O)N2CCN(C(=S)NCc3ccc4c(c3)OCO4)CC2)cc1 | -6 | 3.6 | 0 | -2.7 | -1.4 | 4.2 | -1 | i | 0.6
CCOCCCNC(=O)CN1C(=O)c2cccc3cccc1c23 | 9 | -0.3 | 3 | -2.0 | 0.4 | 2.5 | 0 | -0.7 | -0.7
COc1cccc(CNc2nc3cc(-c4cccc(C(=O)NCCO)c4)sc3c(=O)n2C)c1 | 12 | x | 4 | -4.3 | 0.6 | x | 15 | 1.7 | 0.0
COC(=O)c1c(-c2ccccc2)c(-c2ccccc2)nn(C)c1=O | 2 | 2.1 | 2 | -2.3 | 0.6 | -1.4 | -3 | i | -1.5
CCSc1cc(N2CCCC2)nc(-c2ccc(F)cc2)n1 | 5 | 0.1 | -1 | 2.0 | x | 0.5 | 5 | -0.6 | 0.2
COc1ccc(Cl)cc1C(=O)Nc1ccc(S(=O)(=O)N2CCCC2)cc1 | 3 | -0.3 | 2 | -1.5 | x | -0.5 | 21 | -12 | -0.4
COCc1cc(C)n(CC(=O)N2CCCC2)c(=O)c1C#N | 2 | -1.3 | 14 | -3.2 | x | -0.1 | 0 | i | x
COc1ccc(-c2cc(C(F)(F)F)n3ncc(C(=O)O)c3n2)cc1OC | 11 | 0.8 | 5 | -1.2 | x | 0.8 | 1 | 3.1 | x
COc1c(C)cc(S(=O)(=O)NC2CC(C)(C)NC(C)(C)C2)c(C)c1C | -9 | 3.8 | -4 | 2.5 | x | 0.2 | -3 | x | -1.6
COCCNC(=O)C(=O)c1cc(C)n(-c2ccc([N+](=O)[O-])cc2)c1C | -1 | 0.0 | 0 | -3.5 | x | 0.0 | -1 | -0.4 | -0.4
Cc1ccc(C(C(=O)NC2CCCCC2)N2CCCC2)cc1 (stereo unspecified) | 2 | 0.1 | 4 | -0.2 | x | 0.4 | 3 | 0.6 | -1.4
CN(Cc1ccccc1)C(=O)COc1cc(=O)n(C)c2ccccc12 | 19 | 0.6 | 1 | 0.6 | x | 0.0 | 12 | -0.4 | 0.8
CS(=O)(=O)c1cnc(-c2ccccc2)nc1Oc1ccc(Cl)cc1 | -1 | 1.8 | 3 | -2.7 | x | 0.7 | 1 | i | x
COc1ccc(OC)c(C2=NO[C@@H]3C(=O)N(c4cc(Cl)ccc4OC)C(=O)[C@H]23)c1 | 4 | 0.6 | 13 | -0.4 | x | 7.9 | 4 | -0.2 | 0.4
Cc1cccc(NC2=C(Cl)C(=O)OC2OC(C)C)c1 (stereo unspecified) | -3 | -1.7 | 2 | -1.5 | 0.6 | -0.5 | 5 | -0.4 | x
CC1=C(CC(=O)c2ccc(Cl)cc2)C(=O)c2ccccc2C1=O | 11 | 1.1 | -1 | -1.0 | x | 1.0 | 5 | i | -0.4
CCOC(=O)c1[nH]c(C)c(C(=O)N2CCN(c3ccccc3)CC2)c1C | 15 | -0.5 | 0 | 0.7 | x | 1.8 | 10 | 0.1 | 0.9
COc1cccc(C(C)(O)c2nc(-c3ccc4c(c3)OCO4)cs2)c1 (stereo unspecified) | 4 | x | 1 | -1.0 | 0.2 | x | 12 | i | -1.3
CCS(=O)(=O)Nc1ccccc1C(N)=O | -3 | -0.4 | 44* | -1.6 | 0.1 | 0.4 | 1 | -0.3 | x
Cc1ccc(C)c(SCC(=O)NCC(c2ccco2)N2CCCCC2)c1 (stereo unspecified) | 2 | 4.4 | -3 | -3.6 | 1.9 | -0.4 | 35 | -0.7 | -6.6
Cc1ccc(-c2sc(C(=O)NN)c(C)c2C#N)cc1 | 2 | 3.8 | 2 | -4.3 | 8.6 | 0.4 | 6 | -0.2 | x
Cc1cc(C)c2[nH]c(=O)c(CN(CC3CCCO3)C(=O)c3cnccn3)cc2c1 (stereo unspecified) | 0 | 1.3 | 0 | -4.8 | x | 3.8 | -1 | i | -1.0
Cc1ccc(C)c(N(C(=O)c2csnn2)C(C(=O)NC2CCCCC2)c2ccncc2)c1 (stereo unspecified) | 10 | -1.3 | -2 | -1.1 | 0.0 | 1.4 | 3 | i | -1.9
CCCC(NC(=O)Cc1c(C)c2cc3c(C)c(C)oc3c(C)c2oc1=O)C(=O)N[C@@H](Cc1ccccc1)C(=O)O (stereo partly specified) | 7 | -0.4 | 6 | 1.2 | -1.6 | 0.9 | 40 | -0.3 | -1.0
O=[N+]([O-])c1ccccc1/C=N/Nc1nc(N2CCCC2)nc(N2CCCC2)n1 | 0 | 0.2 | -3 | -5.0 | 2.7 | -1.4 | 11 | i | 0.5
COc1ccc(/C=C2/SC(=O)N(CCNC(=O)C3CCCN3C(=O)c3cccs3)C2=O)cc1 (stereo unspecified) | 27 | 2.2 | -6 | -4.3 | 1.2 | -1.4 | 30 | -1.4 | x

Outcome played no part in choosing rows. Share with any hit: about 4.6%.
